# NRP1-CendR mod: modulators of CendR peptide binding to NRP-1, primary screen, biochemical, fluorescence polarization, uHTS. Neuropilin-1 (Homo sapiens), O14786. hit rate 0.85% among 360,000. FAM-RPARPAR peptide binding to NRP-1. inhibition, % at 25 µM;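 active means inhibition or corrected inhibition above about 18%, plus a signal ratio from 0.5 to 1.5, limit read from the data, passing the limit was not always enough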; further: strong numbers were not always called active
# MT1-MMP act inh: blockers of MT1-MMP proenzyme processing, primary screen, HT1080 RFP-PRO-GFP cells, GFP/RFP fluorescence; GFP/RFP ratio change, % at 20 µM; GFP/RFP ratio fluorescence, overnight; percent of plate control window, DMSO zero; AID 651647, 2012; Matrix metalloproteinase-14 (Homo sapiens), P50281; hit rate 0.061% among 360,000;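 active means GFP/RFP ratio change of at least 30% with cell ATP level not reduced by more than half and red fluorescence within 50% of control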; further: strong numbers were not always called active
#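 Assay system – RFP-PRO-GFP reporter HT1080 cells · Compound dosing – single dose of 20 µM compound, 1% DMSO final · Incubation – overnight compound exposure at 37 °C · Measure – GFP/RFP fluorescence ratio · Benchmarks – DMSO wells and RFP-L50D-GFP cells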
# NadD block: inhibitors of S. aureus NadD, primary screen, biochemical, colorimetric, uHTS. Nicotinate-nucleotide adenylyltransferase NadD (Staphylococcus aureus N315). AID 602399, 2012. inhibition, % at 20 µM. purified NadD enzyme, colorimetric absorbance read-out. hit rate 0.78% among 360,000; in the data active means inhibition above about 26%; further: some compounds past the cut are filed as inactive
# DNMT1 block: human DNMT1 methyltransferase inhibitors, primary screen, biochemical, molecular beacon, fluorescence, HinP1I cleavage, uHTS. hit rate 0.83% among 360,000. inhibition (reported as % activation of signal), % at 10 µM. AID 588458, 2011; in the data active means inhibition above about 50%
# LMPTP inh: LMPTP phosphatase inhibitors, primary screen, biochemical, fluorescence intensity, uHTS. recombinant LMPTP-A, OMFP fluorogenic substrate. inhibition, % at 20 µM. hit rate 0.22% among 360,000;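 active means compounds that cut the enzyme signal by at least half of the control window in the single-dose screen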;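 further: plate controls were DMSO wells with enzyme plus substrate for no effect and substrate without enzyme for full effect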
#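 material = LMPTP-A | quantity = 0.625 nM enzyme | reagent = OMFP substrate, 400 µM final | buffer or medium = Bis-Tris pH 6.0, DTT, detergent | detection = endpoint fluorescence intensity from OMFP dephosphorylation | dosing = single 20 µM dose | read-out basis = % inhibition relative to no-enzyme and uninhibited control wells | control set = no-enzyme and uninhibited controls | timing = 50 min at room temperature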
# Rpn11 block: Rpn11 (PSMD14) deubiquitinase inhibitors, primary screen, biochemical, fluorescence polarization, uHTS | human 26S proteasome, Ub4-pepOG fluorescence polarization; 20S core pre-blocked with epoxomicin | calls only at 20 µM | hit rate 0.59% among 360,000 | AID 588493, 2011;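 active means inhibition at 20 µM, scaled to each plate's controls, above about 33%, limit read from the data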
# Target sequence (O00487 whole entry, looked up): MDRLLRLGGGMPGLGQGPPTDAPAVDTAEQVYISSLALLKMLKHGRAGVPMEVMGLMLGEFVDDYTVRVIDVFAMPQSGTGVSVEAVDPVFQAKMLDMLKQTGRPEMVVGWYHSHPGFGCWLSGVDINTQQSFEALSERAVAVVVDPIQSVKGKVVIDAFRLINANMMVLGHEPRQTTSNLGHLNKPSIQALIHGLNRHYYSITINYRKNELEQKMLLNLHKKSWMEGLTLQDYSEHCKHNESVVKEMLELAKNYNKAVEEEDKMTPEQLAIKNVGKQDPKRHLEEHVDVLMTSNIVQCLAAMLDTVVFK
# SUMO1-SIM PPI: modulators of SUMO1 protein-protein interactions, primary screen, biochemical, uHTS | Small ubiquitin-related modifier 1 (Homo sapiens), P63165 | SUMO1 binding to a labelled peptide, TR-FRET, 1 h | inhibition, % at 20 µM | hit rate 0.33% among 360,000; in the data active means inhibition above about 37%
# Scp1 inh: Scp-1 phosphatase inhibitors, primary screen, biochemical, colorimetric, uHTS. Carboxy-terminal domain RNA polymerase II polypeptide A small phosphatase 1 (Homo …. hit rate 0.88% among 340,000. Recombinant Scp1, phosphopeptide, malachite green phosphate absorbance. inhibition, % at 20 µM;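 active means inhibition above about 50% at 20 µM, limit read from the data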;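 further: plate controls were DMSO wells with enzyme for no effect and wells lacking enzyme for full effect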
# Target sequence (Q9GZU7 76-261 limits assumed): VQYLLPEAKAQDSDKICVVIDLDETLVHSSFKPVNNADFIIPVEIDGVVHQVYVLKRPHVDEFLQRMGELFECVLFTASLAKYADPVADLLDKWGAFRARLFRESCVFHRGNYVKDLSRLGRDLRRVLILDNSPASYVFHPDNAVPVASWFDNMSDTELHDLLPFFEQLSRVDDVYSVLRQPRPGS
#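 Material: truncated SCP-1 phosphatase (76-261aa) / Buffer or medium: 50 mM Tris acetate pH 5.5, 0.005% Tween-20, 10 mM MgCl2 / Compound dosing: one concentration, 20 µM, with 1.0% DMSO / Incubation: 45 min room-temperature reaction, 5 min colour, 30 min stabiliser / Detection: colorimetric free-phosphate detection, absorbance 630 nm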
# STEP inh: STEP phosphatase inhibitors, primary screen, biochemical, fluorescence intensity, uHTS; Tyrosine-protein phosphatase non-receptor type 5 (Homo sapiens), P54829; recombinant STEP, OMFP fluorogenic substrate; inhibition, % at 20 µM; hit rate 0.25% among 360,000; AID 588621, 2011;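 active means inhibition at 20 µM, scaled per plate between control wells, above about 37%, limit read from the data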;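 further: 0% = DMSO with enzyme and substrate and 100% = substrate only without enzyme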
# Target sequence (P54829 whole entry, looked up): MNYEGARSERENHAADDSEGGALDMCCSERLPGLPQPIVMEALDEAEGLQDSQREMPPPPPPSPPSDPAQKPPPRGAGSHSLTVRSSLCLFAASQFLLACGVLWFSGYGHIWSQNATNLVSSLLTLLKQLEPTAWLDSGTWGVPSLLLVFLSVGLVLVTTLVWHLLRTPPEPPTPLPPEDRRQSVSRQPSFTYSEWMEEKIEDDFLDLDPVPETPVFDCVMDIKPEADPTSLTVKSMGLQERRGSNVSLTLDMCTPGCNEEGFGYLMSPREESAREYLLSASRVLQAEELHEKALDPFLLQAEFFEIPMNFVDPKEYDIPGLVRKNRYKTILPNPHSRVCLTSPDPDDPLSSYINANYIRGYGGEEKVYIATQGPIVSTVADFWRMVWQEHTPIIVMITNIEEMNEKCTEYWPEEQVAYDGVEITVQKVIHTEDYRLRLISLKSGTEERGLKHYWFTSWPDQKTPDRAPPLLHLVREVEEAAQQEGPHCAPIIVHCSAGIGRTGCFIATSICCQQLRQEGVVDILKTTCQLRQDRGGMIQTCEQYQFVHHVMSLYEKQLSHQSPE
#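 material = STEP tyrosine phosphatase | reagent = fluorogenic phosphatase substrate OMFP at 25 µM final | doses = single compound dose of 20 µM, 1% DMSO final | schedule = 20 min reaction, room temperature, in the dark | measured by = fluorescence, 480/540 nm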
# SKN-1 block: suppressors of acrylamide-induced Pgst-4::GFP reporter in worms, primary screen, SKN-1 inhibitor project, whole organism, uHTS, GFP/RFP fluorescence ratio, strain VP596 | inhibition, % at 21.8 µM | hit rate 0.49% among 360,000 | C. elegans VP596 Pgst-4::GFP/RFP ratio, 24 h;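 active means interference check ratio from 0.5 to 1.5 plus GFP to RFP signal ratio inhibition reaching or exceeding a fixed threshold, cut at about 30% in these data, passing the limit was not always enough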; further: some compounds called inactive have numbers as strong as hits
# * marks the source's active call; other numbers are inactive results; i = inactive; · = not tested or not shown.
NRP1-CendR mod	MT1-MMP act inh	NadD block	DNMT1 block	LMPTP inh	Rpn11 block	SUMO1-SIM PPI	Scp1 inh	STEP inh	SKN-1 block	SMILES
4.4	7.6	0.2	5.2	-0.4	i	4.1	-5.7	-1.2	6.0	CCN(CC(=O)Nc1c(F)cccc1F)C(=O)CCc1nc2cc(S(=O)(=O)N3CCOCC3)ccc2n1C
4.6	-1.5	1.5	4.1	-1.3	i	-12.7	5.0	-3.7	-3.0	Cc1ccc2nc(COC(=O)c3cnccn3)cc(=O)n2c1
4.6	-1.0	2.0	-4.8	2.1	i	6.8	0.0	13.7	-6.1	COc1ccc(C(=S)N2CCN(c3ccccc3C)CC2)cc1OC
-1.6	7.6	-4.6	1.1	1.2	i	0.1	-0.8	-0.8	-10.9	CC(=O)Nc1ccc(SCC(=O)Nc2oc(C)c3c(C)n[nH]c(=O)c23)cc1
14.5	2.7	-2.0	0.7	-1.6	i	-6.4	-6.2	1.6	17.1	CCc1ccc(S(=O)(=O)Nc2cc3c(cc2N2CCOCC2)n(C)c(=O)c(=O)n3C)cc1
1.6	0.7	2.7	0.8	-0.3	i	1.3	-2.0	-0.9	-2.2	CC(C(=O)NC1CCCC1)N(c1ccc(Oc2ccccc2)cc1)S(C)(=O)=O (stereo not drawn)
8.6	-4.6	-6.2	-0.8	-0.5	i	-0.7	-3.0	-2.3	-1.8	COC(=O)CCC(=O)Nc1nccs1
6.2	-2.8	-0.4	0.4	-2.0	i	4.5	-9.2	0.1	1.5	COc1ccc(NC(=O)Nc2ccon2)cc1OC
0.7	-6.1	3.6	0.2	3.7	i	0.0	-0.1	-0.6	1.7	CCOc1ccc(CNC(=O)C2CCCN(S(C)(=O)=O)C2)cc1OC (stereo not drawn)
-3.6	2.9	-6.1	0.4	-0.9	i	2.9	2.6	3.1	-3.5	CCCCn1c(-c2nn(C)cc2Cl)n[nH]c1=S
3.6	4.9	0.7	-5.6	-0.5	i	6.3	·	-0.6	0.0	CC(CC(=O)Nc1ccc2c(c1)c(=O)n(C)n2Cc1ccc(F)cc1)c1ccccc1 (stereo not drawn)
-13.8	0.4	3.3	-46.9	1.6	i	-1.3	·	0.8	-3.1	COc1cc2c(cc1OC)CN(C(=O)c1cc(COc3ccccc3SC)on1)CC2
-3.3	-0.5	-8.3	-1.3	0.0	i	-2.9	1.2	0.6	-0.2	O=C(NCCS(=O)(=O)NC1CCCCC1)c1ccccc1
0.4	9.2	-3.1	1.5	-1.1	i	11.0	-6.2	3.0	-8.9	Cc1ccc(-n2nc3c(=O)n(CC(=O)NCc4cccs4)nc(C)c3c2C)cc1
-10.4	3.9	-3.9	-0.4	0.6	i	-2.7	-10.8	-1.0	-3.0	CSc1ccc(NC(=O)NCc2ccccc2)cc1
-6.6	-3.9	-1.5	0.3	-1.6	i	-11.8	6.4	-2.3	3.0	COc1ccc2c(c1)C(c1ccccc1)NC(=O)C2 (stereo not drawn)
-1.6	4.2	1.1	-0.5	0.0	i	0.2	-8.5	1.8	-1.6	Cc1[nH]c2ccccc2c1SCC(=O)N1CCN(c2ccccc2)CC1
-0.2	1.0	2.3	-2.9	-0.6	i	3.0	0.3	-1.1	6.7	O=C(O)C1CCCN1S(=O)(=O)c1ccc2c(c1)CCC2 (stereo not drawn)
10.2	-10.7	1.1	0.5	-1.7	i	-11.4	-1.7	6.7	18.5	Cn1cc([N+](=O)[O-])c(C(=O)Nc2ccn(Cc3c(F)c(F)cc(F)c3F)n2)n1
0.6	1.3	-1.9	1.8	-1.0	i	2.7	0.2	1.0	-4.2	Cc1ccc(C(=O)NC2CCS(=O)(=O)C2)cc1S(=O)(=O)N1CCOCC1 (stereo not drawn)
4.7	-0.3	·	·	-0.5	·	8.1	·	·	5.5	COC(=O)C(C(=O)OC)c1ccccc1NS(=O)(=O)c1c(C)cc(C)cc1C
7.3	-2.2	-2.5	-16.1	1.3	i	-9.0	-13.9	-1.2	7.0	COc1ccc(NC(=O)c2cc3ccccc3cc2OC)cc1
-32.6	-6.6	8.5	0.1	20.6	i	5.2	8.1	-2.2	31.2	Fc1ccc(CNc2nc(-c3cccnc3)nc3ccccc23)cc1
5.3	0.8	0.1	5.1	0.1	i	-14.7	1.5	-0.5	1.0	Cc1cccn2c(=O)c3cc(C(=O)NCCCN4CCCC4=O)n(C)c3nc12
-3.8	4.9	1.6	-23.1	1.3	i	-2.4	-19.6	2.2	13.4	O=C(Cc1ccccc1)NC(Nc1cccc2ccccc12)C(Cl)(Cl)Cl (stereo not drawn)
-7.7	-2.9	-2.5	4.1	-0.9	i	-8.1	·	-1.5	9.6	CC1CN(C(=O)COC(=O)c2ccc3ccccc3c2)CC(C)O1 (stereo not drawn)
2.2	-2.0	1.0	-0.1	-1.9	i	18.1	-10.4	1.6	-1.4	CC1=NS(=O)(=O)NC(C)(C)C1
-3.2	5.7	48.0*	-21.9	0.9	i	3.5	35.8	2.2	-6.3	Oc1ccc(C[C@H]2CNC(=S)N2CC2CCCN2C[C@H](Cc2ccccc2)N2C[C@H](Cc3ccc(O)cc3)N(CC3CCCCCC3)C2=S)cc1 (stereo partly drawn)
5.3	5.3	15.5	0.1	-0.6	i	12.1	5.7	-0.6	0.6	CCOC(=O)Cc1nnc(NC(=O)CSc2nnc3c4ccccc4n(C)c3n2)s1
-11.4	2.9	0.7	3.8	0.2	i	-3.7	-5.5	-3.5	2.7	CN1CCN(C(=O)CCc2nc3ccccc3n2-c2ccccc2)CC1

# Three compounds picked at random from those above, as already listed:
NRP1-CendR mod	MT1-MMP act inh	NadD block	DNMT1 block	LMPTP inh	Rpn11 block	SUMO1-SIM PPI	Scp1 inh	STEP inh	SKN-1 block	SMILES
-32.6	-6.6	8.5	0.1	20.6	i	5.2	8.1	-2.2	31.2	Fc1ccc(CNc2nc(-c3cccnc3)nc3ccccc23)cc1
-11.4	2.9	0.7	3.8	0.2	i	-3.7	-5.5	-3.5	2.7	CN1CCN(C(=O)CCc2nc3ccccc3n2-c2ccccc2)CC1
5.3	5.3	15.5	0.1	-0.6	i	12.1	5.7	-0.6	0.6	CCOC(=O)Cc1nnc(NC(=O)CSc2nnc3c4ccccc4n(C)c3n2)s1

# Next part:
NRP1-CendR mod	MT1-MMP act inh	NadD block	DNMT1 block	LMPTP inh	Rpn11 block	SUMO1-SIM PPI	Scp1 inh	STEP inh	SKN-1 block	SMILES
8.3	1.5	-6.4	-1.2	-1.3	i	1.8	-10.8	-3.7	4.8	O=C(CC1NCCN(Cc2ccccc2)C1=O)Nc1ccc(Cl)cc1 (stereo not drawn)
0.2	-85.1	5.8	-6.6	12.7	i	-24.3	-9.2	0.7	10.7	COc1ccc(OC)c(C2C3CN(C(C)C)CC=C3C(C#N)=C(N)C2(C#N)C#N)c1 (stereo not drawn)
-2.4	3.2	-1.9	3.8	-0.3	i	-1.0	-4.1	-3.2	3.7	Cc1ccc(CN2CCN(/N=C/c3cccnc3)CC2)cc1
4.0	-8.6	0.8	7.2	-0.1	i	0.7	-0.8	4.2	5.2	O=C(NCc1ccco1)C(c1ccc(F)cc1)N(C(=O)Cc1cccs1)c1cccnc1 (stereo not drawn)
-7.5	-6.1	1.3	2.4	1.1	i	2.2	5.6	-0.6	8.1	O=C(CNC(=O)c1cccc(F)c1)OCC(=O)N1CCCc2ccccc21
5.2	2.5	-1.8	-0.3	-0.6	i	-4.6	8.4	3.4	-2.2	COc1cc2c(cc1OC)C(C)N(C(=O)/C=C/c1cc(OC)c(OC)c(OC)c1)CC2 (stereo not drawn)
7.6	-2.6	-4.4	-2.2	-1.3	i	-0.8	-4.8	2.9	-5.9	CC(=O)CC(=O)NC(=NC1CCCCC1)Nc1nc(C)cc(C)n1
12.3	-5.9	1.5	3.2	-0.3	i	-2.7	-4.7	-7.8	-3.5	CCn1c(CSc2nc(C)cc(C)n2)nnc1SCC(N)=O
-4.8	4.0	1.7	1.1	-1.9	i	-1.9	-4.1	1.0	8.2	Cc1ccc(/C=N/NC(=O)C2(O)c3ccccc3-c3ccccc32)o1
-4.9	1.3	-7.4	-4.8	-0.9	i	6.4	-5.7	-2.1	-1.0	Cc1onc(-c2ccccc2)c1C(=O)OCC(=O)NC(=O)c1ccccc1
-2.6	-3.6	1.0	0.0	0.3	i	5.5	-2.4	-3.9	4.7	COCCNC(=O)C(OC(=O)c1ccco1)c1ccc(OC)cc1 (stereo not drawn)
1.1	-0.7	-0.2	-3.6	0.0	i	-0.7	-3.9	-2.3	-2.7	Cc1ccc(C)c2[nH]c(=O)c(CN(Cc3cccs3)C(=S)NCc3ccco3)cc12
7.0	0.1	5.2	-5.7	-1.4	i	1.3	-6.5	0.6	14.7	O=C(c1ccc2c(=O)n3c(nc2c1)CCCCC3)N1CCN(c2ccc(Cl)cc2)CC1
-4.7	-3.2	0.8	58.2*	3.6	i	2.0	45.1	1.0	0.9	Cc1cc(NC(=O)c2cc(-c3ccccn3)nc3c(Cl)cccc23)no1
-3.5	3.3	-2.1	-1.4	1.5	i	-10.3	-16.6	2.4	-4.9	Cc1ccccc1/C=C1\Oc2ccccc2C1=O
-3.6	-2.3	-6.4	2.9	-1.1	i	-2.0	0.4	-0.8	1.6	Cn1c(SCC(=O)NC2CCCC2)nc2c(c1=O)SCC2
6.7	-4.1	-1.6	2.9	-2.0	i	2.9	-2.2	-0.7	-7.6	O=C(O)C1CC=CCC1C(=O)Nc1ccccc1C(=O)N1CCN(c2ccccc2)CC1 (stereo not drawn)
-0.4	-0.6	5.4	2.0	-0.5	i	-4.3	-9.9	-0.4	-3.3	CCOC(=O)C1(Cc2ccc(Cl)cc2)CCN(Cc2cnc(N)nc2)CC1

# Screens from PubChem BioAssay.

# The order is random, and some 3.9% of all compounds hit somewhere here.
